Assay outcomes (PubChem)
Giardia killer: kills Giardia lamblia. Giardia lamblia trophozoite viability. activity change, % at 7.66 µM, hits read low. 0.15% of 340,000 active; in the data active = activity change below about -80%; inconclusive = between about -30% and that limit;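 note: parasites exposed to compound for two days anaerobically before the ATP read; % is set by controls: 0 for no effect and ±100 for the full control effect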
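Luminescent ATP signal served as the viability read-out, measured 15-30 min after adding ATP detection reagent to trophozoites that had been incubated with compounds for 48 hrs at 37 deg C anaerobically at 100 cells/well.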
USP2a block: inhibitors of human ubiquitin-specific protease USP2a | O75604 | USP2 core, Ub-CHOP2 coupled fluorogenic reporter, 485/531 | Potency, µM (titrated, usually from 38.3 µM), inactives show at the highest dose activity change, negative = inhibition, usual class: inhibitors | 0.01% of 330,000 active;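 note: potency is the fitted concentration of half-maximal effect; plate controls were DMSO wells for no effect and full inhibition by NEM control for full effect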
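Cell-free coupled assay: 10nM USP2 core preincubated 30min RT with compound in Tris-HCl pH 8.0/CaCl2/CHAPS buffer, then 25nM Ub-CHOP2 and 25nM reporter substrate; fluorescence (Ex 485/Em 531) read after 60min RT, normalized to NEM inhibition, concentration-response curves fitted.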
Coupling enz: counter-screen for Giardia aldolase inhibitors: coupling enzyme system | coupling enzyme system counterscreen, AmpLite Red fluorescence | activity change, negative = inhibition, % at 58.2 µM, hits read low | 0.67% of 290,000 active; in the data active = activity change below about -30%; note: % is set by controls: 0 for no effect and ±100 for the full control effect
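Counterscreen of the coupled detection system alone, without aldolase: glyceraldehyde-3-phosphate coupling enzymes plus AmpLite Red readout. Compounds at 57.5 uM final, 10 min RT preincubation, 20 min RT reaction, fluorescence 525/598 nm.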
KCNH2 3.1 inh: inhibitors of human KCNH2 3.1 potassium channel isoform | U2OS KCNH2 3.1, thallium flux FluxOr; hits give low values | activity change, % (tested at about 1.8 µM) | 0.95% of 340,000 active | AID 720553;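 active = maximum activity change below -70%; inconclusive = maximum activity change from -70% to -50%; inactive = maximum activity change above -50%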;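 note: thallium influx rate constant from kinetic fluorescence after stimulation buffer; % is set by controls: 0 for no effect and ±100 for the full control effect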
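Virally transduced U2OS (3.1 isoform, 4 h infection in dark at RT) → overnight 37 C → FluxOr + Red40 in HBSS/HEPES, 45 min → stimulation buffer, 2 min kinetic read → rate constant vs DMSO controls.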
B2AR arrestin: recruits beta-arrestin to the human beta2-adrenergic receptor. beta-arrestin recruitment to beta2AR, cell-based reporter. P07550. Potency, µM (highest dose often 46.1 µM), for inactives: at the highest dose activation, hits mostly activators. 0.02% of 330,000 active;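 note: potency is the fitted concentration of half-maximal effect; 0% = DMSO controls and full agonism = EC100 isoproterenol or metaproterenol; nearly all actives have a fitted effect of over 65% in size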
Target sequence (P07550 whole entry, looked up): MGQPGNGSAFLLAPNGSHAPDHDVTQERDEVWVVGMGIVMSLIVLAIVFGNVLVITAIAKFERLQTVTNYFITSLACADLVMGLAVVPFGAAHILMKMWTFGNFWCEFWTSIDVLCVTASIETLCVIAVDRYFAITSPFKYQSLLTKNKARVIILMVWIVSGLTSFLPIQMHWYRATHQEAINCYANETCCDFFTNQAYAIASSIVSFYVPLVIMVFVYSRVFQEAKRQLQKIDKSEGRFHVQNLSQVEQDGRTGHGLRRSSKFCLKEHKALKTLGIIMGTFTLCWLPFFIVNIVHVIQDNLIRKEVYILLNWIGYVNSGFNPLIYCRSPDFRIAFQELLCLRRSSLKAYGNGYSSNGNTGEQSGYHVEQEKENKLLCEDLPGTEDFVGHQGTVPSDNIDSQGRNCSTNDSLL
hERG WT inh: inhibitors of human wildtype KCNH2 potassium channel; activity change, % at 1.84 µM; U2OS, BacMam KCNH2, thallium flux FluxOr; hits give low values; 0.37% of 340,000 active;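 active = maximum activity change below -70%; inconclusive = maximum activity change between -70% and -50%; inactive = maximum activity change above -50%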; note: % is set by controls: 0 for no effect and ±100 for the full control effect
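U2OS cells transduced with wild-type KCNH2 virus are loaded with FluxOr dye for 45 min, and thallium flux is measured in kinetic reads before and after stimulation buffer. Rate constants are normalized to DMSO controls.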
PKM2 act: increases activity of human pyruvate kinase M2; purified PKM2, Kinase-Glo ATP luminescence, activation; response scale: 0% is enzyme alone, no compound; Potency, µM (highest dose often 57.5 µM), without a hit: at the top dose activation, actives largely listed as activators; 0.34% of 260,000 active; AID 1631; note: potency is the fitted concentration of half-maximal effect; % is set by controls: 0 for no effect and ±100 for the full control effect; nearly all actives have a fitted effect of over 55% in size
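Purified hPK-M2 (>95%) run at intermediate activity with 0.1 mM ADP and 0.5 mM PEP in 50 mM imidazole pH 7.2, KCl, MgCl2; 1 h room temperature. ATP formed read by Kinase-Glo luminescence; normalized to uninhibited and no-enzyme controls.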
TRPV1 agonist: human TRPV1 agonism; 0.19% of 320,000 active; Q8NER1; AID 540275; TRPV1-expressing cells, Fluo-8 calcium influx, agonist mode; activation, % at 8.33 µM; in the data active = activation above about 80%; inconclusive = between about 30% and that limit; note: 0% is about no effect
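Cells expressing TRPV1 were dye-loaded with Fluo-8 and read kinetically: 10 s baseline, 3 min after compound (agonist portion), then 2 min after EC20 capsaicin (allosteric enhancer portion). Calcium-bound dye fluorescence at 480/520 nm.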
CXXC DNA block: MLL CXXC-DNA interaction inhibition; Q03164; MLL-CXXC / FITC-HOXA9 DNA fluorescence polarization; Potency, µM (series often up to 115 µM), for the others: at the highest dose activity change, negative = inhibition, hits mostly inhibitors; 0.037% of 290,000 active; active = well fitted inhibition curve with a large enough effect in the polarisation, with a control signal flat, not every such curve was filed as active; inconclusive = small, poorly fitted or top-dose-only effect, or effect the other way, or a change in a side signal; inactive = no such curve, though single readings can be large or run the other way; the % refers to the polarisation; note: potency is the fitted concentration of half-maximal effect
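Purified MLL-CXXC (added from a 7 uM solution) was preincubated 5 min at ambient with pinned compounds in 50 mM Tris-HCl pH 7.5, 50 mM NaCl, 1 mM DTT, 0.05% BSA. Fluorescein-labeled HOX-A9 DNA (50 nM solution) followed, 30 min, then polarization read.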
Menin-MLL TR inh: inhibitors of human menin-MLL interaction, mutant MLL peptide; AID 1768; Menin + Texas Red MLL mutant peptide, fluorescence polarization; 0.23% of 270,000 active; Potency, µM (titrated, usually from 61.6 µM), for inactives: at the highest dose FP activity change, negative = inhibition, actives largely listed as inhibitors; active = well fitted inhibition curve with a large enough effect in the polarisation, with a control signal flat, not every such curve was filed as active; inconclusive = small, poorly fitted or top-dose-only effect, or effect the other way, or a change in a side signal; inactive = no such curve, though single readings can be large or run the other way; the % refers to the polarisation; note: potency is the fitted concentration of half-maximal effect; % of control where 0% means no effect; many of its hits are not listed in these tables
GALK inhibitor: galactokinase (human) inhibition; P51570; Purified GALK, Kinase-Glo residual ATP luminescence; Potency, µM (titrated, usually from 57.5 µM), for the others: top-dose activity change, negative = inhibition, most hits filed as inhibitors; 0.007% of 270,000 active; AID 1868; note: potency is the fitted concentration of half-maximal effect; % is set by controls: 0 for no effect and ±100 for the full control effect
Target sequence (P51570 whole entry, looked up): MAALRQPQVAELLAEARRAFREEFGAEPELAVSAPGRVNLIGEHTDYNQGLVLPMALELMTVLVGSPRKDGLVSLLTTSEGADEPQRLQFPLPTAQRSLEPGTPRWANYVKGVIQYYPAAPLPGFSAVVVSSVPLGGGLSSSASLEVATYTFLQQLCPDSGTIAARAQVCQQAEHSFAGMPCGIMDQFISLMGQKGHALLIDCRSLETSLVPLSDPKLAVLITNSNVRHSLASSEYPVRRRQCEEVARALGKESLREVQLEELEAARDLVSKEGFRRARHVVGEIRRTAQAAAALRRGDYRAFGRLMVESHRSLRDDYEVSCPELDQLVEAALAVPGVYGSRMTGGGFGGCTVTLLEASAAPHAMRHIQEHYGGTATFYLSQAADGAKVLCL
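Galactose (100 uM) and ATP (35 uM) were turned over by 5 nM GALK for 1 h at RT. Kinase-Glo Plus then converted the remaining ATP into a luminescent signal.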
* marks the source's active call; other numbers are inactive results; ? = inconclusive; nt = no result given; & = joins results of further samples; [ ] = dose if it differs, or a comment. Unless noted, calls come from the whole dose curve; as a rule, active = well fitted curve in the direction sought with a large enough effect; inconclusive = small, poorly fitted or top-dose-only effect, or another doubt; inactive = no such curve, though single readings can be large; an effect the other way counts as inactive or inconclusive. Not all compounds are listed, so the mix of outcomes need not match the whole.

SMILES	Giardia killer	USP2a block	Coupling enz	KCNH2 3.1 inh	B2AR arrestin	hERG WT inh	PKM2 act	TRPV1 agonist	CXXC DNA block	Menin-MLL TR inh	GALK inhibitor
CCOc1ccc(C2/C(=C(\O)c3ccc(OC)c(OC)c3)C(=O)C(=O)N2c2cc(C)on2)cc1OC (stereo unspecified)	13.3	2.3%	7.6	18.1	0.3%	-7.8	0.7%	-0.8	-4.7%	-1.1%	-0.1%
CCOCCN1CCN(C(=O)CN2CCCC2=O)CC1	0.8	2.0%	-1.3	3.6	-0.5%	-5.4	-0.5%	-3.5	3.2%	-9.2%	0.4%
CC1=Nc2cc(C(=O)O)ccc2Sc2ccc(Br)cc21	-15.3	0.5%	9.2	-2.5	0.0%	6.3	-0.9%	-0.8	-2.1%	2.1%	nt
CCCCN(C)Cc1c(C)[nH]c2ccccc2c1=O	-2.1	-1.1%	1.8	-28.5	-0.4%	2.3	6.3%	-1.7	6.6%	6.3%	3.6%
CC(C)c1cc(C(N)=O)c(NC(=O)C2CCC2)s1	-1.5	1.1%	-5.0	-2.5	-0.2%	15.2	-7.1%	-1.9	3.4%	15.8%	1.6%
CCCCCCCC(=O)Nc1cc(C(=O)NCCC)ccc1N1CCC2(CC1)CC(c1ccccc1)=NO2	20.0	-8.5%	1.7	-90.0*	-1.3%	-113.4*	0.2%	-0.4	3.3%	-19.3%	nt
CCCn1cc(S(=O)(=O)CC(=O)Nc2ccc(OC)cc2OC)c2ccccc21	0.5	-7.0%	-11.5	4.8	-0.8%	10.3	11.1%	1.7	1.4%	19.1%	-0.4%
Cn1cc(CC(=O)NCCCN2CCCC2=O)c2ccccc21	-0.9	0.6%	0.2	-1.9	-0.1%	-2.1	15.7%	nt	-0.6%	3.7%[11.7 µM]	0.0%
CCC(C)(C)NC(=O)C(c1ccccc1)N(Cc1cccnc1)C(=O)c1csnn1 (stereo unspecified)	-2.0	-0.1%	-1.7	-0.2	-0.3%	0.9	6.6%	-1.5	-1.9%	5.9%	-5.0%
COCCNC(=O)c1ccc2c(c1)nc(C)n2-c1cccc(F)c1	14.7	8.9%	0.2	-17.7	-0.1%	-20.7	-2.4%	-0.5	-6.9%	-0.9%	-0.4%
CN1CCN(CCC(=O)N/N=C/c2cc([N+](=O)[O-])ccc2O)CC1	-8.7	?	-3.7	-19.0	0.1%	-0.4	-4.4%	-2.3	?	-4.2%	2.1%
O=C(c1ccco1)N1CCN(c2ncccn2)CC1	-9.1	-0.6%	3.7	15.5	-1.1%	2.7	-4.4%	nt	-0.9%	3.8%[11.7 µM]	2.2%
COc1ccc(NC(=O)Nc2ccc(C)cc2OC(F)F)cc1OC	-26.3	-0.1%	-2.2	4.6	0.0%	0.3	11.1%	?	1.6%	?	1.7%
Cc1ccc(S(=O)(=O)Nc2ncnc3sc(C)c(C)c23)cc1	-14.7	2.1%	nt	6.9	-0.1%	0.2	nt	-3.0	nt	nt	nt
COc1cccc(N2CCN(Cc3ccsc3)CC2)c1	-15.0	0.8%	-1.5	-9.0	0.2%	15.3	3.1%	0.3	8.5%	6.0%	-2.7%
CC(Cc1ccccn1)NC(=O)c1ccc(OC2CCN(CCc3ccccc3)CC2)cc1 (stereo unspecified)	18.5	-1.3%	1.2	nt	0.1%	22.8	-0.7%	4.0	-0.2%	-9.2%	-6.1%
CCOC(=O)c1c(C)oc2ccc(OCC(=O)C(C)(C)C)cc12	4.8	-1.1%	2.5	-16.1	0.2%	0.4	-7.1%	?	-2.5%	-13.0%	-2.6%
Cc1cc(C(=O)OCC(=O)NCc2ccccc2)c(C)o1	2.1	-0.8%	-0.7	15.2	-0.4%	5.8	-0.1%	16.6	-0.7%	10.0%	1.1%
CCOC(=O)CC1=C(C(=O)OCC)C(c2ccc(OC)c(OC)c2)C(C#N)=C(N)O1 (stereo unspecified)	3.1	4.7%	-2.4	2.6	0.1%	7.8	8.0%	0.0	12.4%	-5.2%	-0.5%
CCC(C(=O)OCC(=O)Nc1ccc(SC(F)F)cc1)c1ccccc1 (stereo unspecified)	2.5	-0.3%	-3.5	2.4	-0.4%	11.5	1.5%	19.1	-0.1%	?	0.8%
Cc1ccc(NC(=O)c2sc3ncn(CC(=O)N4CCN(c5ccccn5)CC4)c(=O)c3c2C)cc1Cl	6.7	-1.1%	nt	-9.4	0.2%	2.9	nt	1.1	14.7%	nt	-7.2%
CCCCn1c(N)c(N(CCOC)C(=O)c2cnc(C)cn2)c(=O)[nH]c1=O	7.4	2.2%	nt	-17.2	0.2%	-6.4	nt	-2.8	nt	nt	nt
CCOc1ccc(CNC(=S)N/N=C/c2ccncc2)cc1	1.2	-0.2%	4.0	0.7	-0.8%	nt	0.5%	6.5	13.9%	16.9%	0.3%
CC(CCc1ccccc1)NC(=O)Cc1ccccc1 (stereo unspecified)	16.1	-1.3%	1.4	-13.7	-0.1%	-0.8	0.1%	?	-0.1%	-8.7%	-1.0%
O=C(Nc1ccc(N2CCOCC2)cc1N1CCOCC1)c1ccc(Br)cc1	-8.0	-1.7%	nt	-7.8	0.3%	13.8	3.3%	1.5	6.7%	nt	0.2%

Continuation:
SMILES	Giardia killer	USP2a block	Coupling enz	KCNH2 3.1 inh	B2AR arrestin	hERG WT inh	PKM2 act	TRPV1 agonist	CXXC DNA block	Menin-MLL TR inh	GALK inhibitor
Nc1cc(C(=O)c2cccs2)ccc1Cl	5.6	-1.7%	-1.5	5.2	0.5%	-30.3	-3.8%	nt	1.6%	9.1%[11.7 µM]	2.5%
COc1ccc(-c2cc(CNC(=O)CN(C)Cc3ccccc3)on2)cc1	3.2	0.3%	-1.9	3.2	0.2%	-12.5	-0.5%	7.6	3.6%	-1.2%	-2.4%
Cc1nc(N/N=C\c2ccc3c(c2)OCO3)sc1C	-7.2	3.1%	-0.5	-20.3	0.5%	-11.6	4.6%	0.7	3.4%	?	-1.6%
NC(N)=NC(N)=Nc1ccccc1	-13.2	0.2%	4.9&1.0	2.5	0.0%	-0.3	nt	0.4	-7.0%	8.2%	nt
COc1cc(OC)cc(C(=O)N[C@H](C(=O)OCC(=O)Nc2ccc(C(N)=O)cc2)C(C)C)c1	3.6	1.0%	0.9	-5.9	-0.1%	-7.8	7.3%	-1.8	-2.5%	10.4%	0.7%
CN(Cc1ccccc1)C(=O)COc1ccccc1	16.3	1.9%	1.9	2.8	0.1%	9.3	-5.6%	?	-3.8%	-3.8%	-2.3%
CCC1CCc2c(sc(NC(=O)C3c4ccccc4Oc4ccccc43)c2C(N)=O)C1 (stereo unspecified)	17.4	0.7%	-0.4	-10.4	-0.8%	2.4	3.5%	-0.7	16.9%	-19.6%	-0.1%
CN(NC(=O)c1ccccc1F)c1ncccc1[N+](=O)[O-]	-1.0	0.3%	1.4	10.0	-0.9%	-9.3	-4.4%	-0.5	-13.5%	nt	nt
O=C(NCCCN1CCOCC1)c1cc(-c2ccc(Cl)s2)nc2ccccc12	4.6	-0.4%	nt	-24.2	0.0%	-1.2	nt	16.8	nt	nt	nt
CC(C)(C)NC(=O)NCC1CCCC1NC(=O)NC(C)(C)C (stereo unspecified)	-12.2	0.5%	1.8	3.1	-0.8%	-3.9	-5.5%	6.0	5.0%	4.5%	3.9%
CC1CCCC(NC(=O)COC(=O)c2c[nH]c(=O)[nH]c2=O)C1C (stereo unspecified)	6.0	0.6%	0.7	-0.4	-0.1%	6.9	0.5%	-0.9	-4.0%	nt	-2.0%
CCOC(=O)c1c(NC(=O)c2ccc(S(=O)(=O)N3CCOCC3)cc2)sc2c1CCN(C)C2	8.9	-15.4%	-8.4	-2.4	3.6%	5.3	2.3%	1.6	-7.2%	-19.1%	-1.8%
O=C1c2cccc3cccc(c23)C(=O)N1/N=C/c1ccc(O)cc1O	1.9	1.7%	0.0	14.6	0.0%	-8.5	1.8%	2.7	10.4%	-13.9%	0.1%
COc1ccc(CCNC(=O)C(=O)NCC2CCCN2S(=O)(=O)c2cccs2)cc1 (stereo unspecified)	0.0	-5.5%	nt	13.6	0.7%	3.8	nt	-7.1	nt	nt	nt
COc1ccccc1NC(=O)Cn1cnc2sc(C)c(S(=O)(=O)N3CCCCC3)c2c1=O	14.5	3.4%	-0.3	-1.1	-0.3%	-7.5	-4.1%	1.0	-0.3%	8.5%	nt

Three compounds from above, arranged by the value under GALK inhibitor, ascending:
SMILES	GALK inhibitor
CN(Cc1ccccc1)C(=O)COc1ccccc1	-2.3%
COc1cc(OC)cc(C(=O)N[C@H](C(=O)OCC(=O)Nc2ccc(C(N)=O)cc2)C(C)C)c1	0.7%
CC(C)(C)NC(=O)NCC1CCCC1NC(=O)NC(C)(C)C (stereo unspecified)	3.9%
